human PMI inhibition – inhibitors of human PMI, primary screen, biochemical, fluorescence intensity, coupled assay (AID 1209); purified PMI enzyme, coupled fluorescence intensity; higher % means a stronger effect; actives 0.42% (n = 190,000); inhibition, % at 20 µM; hits with a dose series show IC50 in µM;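 note: plate controls were DMSO vehicle for no effect and wells lacking substrate for full effect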
MT stabilizer – microtubule stabilization, imaging screen. HeLa tubulin immunostaining HCS, 24 h; share of cells brighter than vehicle mean+2SD. % tubulin-high responders, % at 10 µM. actives 0.83% (n = 200,000);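 active = plate Z-score above 3 for both tubulin-high and condensed-nucleus cell shares, with cell loss under 80%, at 10 µM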;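 note: anti alpha tubulin signal scored within the nucleus-defined area of each cell; some results filed as inactive read as strong as hits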
PMI inhibition – MPI inhibition at elevated mannose 6-phosphate – biochemical, fluorescence intensity, high mannose 6-phosphate, primary screen (AID 1220); actives 0.66% (n = 190,000); inhibition, % at 20 µM; hits with a dose series show IC50 in µM; recombinant PMI enzyme, coupled fluorescence intensity; higher % means a stronger effect
Insulin prom up – MIN6 insulin promoter up-regulation | MIN6 insulin promoter-GFP reporter, high-content imaging; active compounds read high | z-score at 5 µM | actives 0.3% (n = 190,000) | AID 1625;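 active = z-score above 3 at 5 µM with at least 500 cells counted in the well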
T cell HTS – T cell immune modulation candidate. AID 2052. calls only at 7 µM. 2C CD8+ T cell-vesicle binding, flow cytometry; active compounds read low. actives 0.068% (n = 330,000);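 active = response, share of CD8 T cells binding vesicles, and their 90th percentile fluorescence all below set limits, cut at about 80% in these data, passing the limit was not always enough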
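Assay system: 2C TCR transgenic mouse naive CD8+ T cells, MACS-purified | Read-out: CD8+ gate FL2 mean fluorescence as % of same-row positive control | Signal: High-throughput flow cytometry with anti-B7-1 and anti-CD8 staining | Timing: Binding step 1.5 h, 37 °C, antibody labelling 20 min, ice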
Hep lipid drop – hepatic lipid droplet formation modulation; inhibition, % at 6.5 µM; AID 1656; AML12 mouse hepatocytes, oleate lipid droplets, BODIPY imaging; actives 0.4% (n = 240,000);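 active = lipid droplet intensity inhibited by at least 50%, with more than 500 cells counted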
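Assay system: AML12 mouse liver cells | Compound dosing: One dose, 6.5 µM compound | Read-out basis: Droplet intensity reduction, % inhibition | Measured by: Fluorescence imaging, 20x objective, two fields per well | Schedule: Overnight treatment with compound plus oleate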
Autophagy mod – alters autophagy in cells. MEF GFP-LC3 puncta imaging; test concentration mostly 10 µM. calls only at 10 µM (by protocol). actives 0.98% (n = 190,000);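 active = percentage of spot-positive cells more than 3 SD above its plate mean, without a fluorescence outlier flag or 80% toxicity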;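 note: spot-positive cell cutoff set from DMSO-treated cells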
TNAP activation fold – stimulation of alkaline phosphatase TNAP activity – biochemical, luminescent, no phosphate acceptor, uHTS, primary screen (AID 1001). purified TNAP, luminescent activation assay, no phosphate acceptor; higher activation fold means a stronger effect. actives 0.03% (n = 200,000). activation fold at 20 µM; hits with a dose series show EC50 in µM; in the data active = activation fold from about 3, or a potency from the dose series; inactive = the rest, 99 in 100 with activation fold below about 1.6; note: many of its hits are not listed in these tables
b-catenin transl – modulators of beta-catenin nuclear translocation | HeLa beta-catenin nuclear translocation, immunofluorescence imaging | nuclear translocation activity, % at 5 µM | actives 0.3% (n = 190,000) | AID 1665;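 active = nuclear translocation activity above 50% at 5 µM, with a well cell count of 50 or more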;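 note: per-cell ratio of nuclear to cytoplasmic median beta-catenin stain intensity; plate controls were DMSO negative control for no effect and GSK-3 inhibitor IX positive control for full effect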
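Assay system: human HeLa cells, native beta-catenin; doses: 5 µM primary, 0.02–20 µM confirmation; incubation: compound treatment 24 h, 37°C, 5% CO2; technique: fluorescence imaging of beta-catenin antibody stain plus DAPI; measure: % activation, nuclear-to-cytoplasmic median beta-catenin signal ratio per cell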
Insulin prom up cell count – second read-out of Insulin prom up, no call of its own (marks repeat the call); cell count; measured here: cytotoxicity, nuclei count;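 total cells summed across four imaged fields per well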
Hep lipid drop cells 6.5 µM – further read-out of Hep lipid drop, marked with its call; cell count; measured here: cell count, cytotoxicity flag;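 cells counted across two imaged fields per well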
b-catenin transl cell count 5 µM – further read-out of b-catenin transl, marked with its call; cell count; measured here: cell count, cytotoxicity flag
T cell HTS vesicle-bound % – also measured in T cell HTS; calls as there; double positive events, %; measured here: CD8+ vesicle-bound cell fraction;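 binding gate set so that unloaded-vesicle control wells show 10% double positive cells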
MT stabilizer Hoechst-high % – also measured in MT stabilizer; calls as there; % Hoechst-high responders; measured here: nuclear condensation Hoechst responders;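 share of cells brighter than vehicle mean plus two SD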
MT stabilizer cytotoxicity % – second read-out of MT stabilizer, no call of its own (marks repeat the call); toxicity, %; measured here: cytotoxicity by cell density;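 0% = mean cell density of plate MIN control wells and 100% = no cells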
Autophagy mod cell loss 18 h – second read-out of Autophagy mod, no call of its own (marks repeat the call); toxicity, %; measured here: cell loss, nuclei count;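 cell loss after 18 h compound exposure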
Numbers without * were called inactive; i = inactive; · = no result given; + = active, no number. Cut-off read from the data, not from the text of the source, unless noted: active = inhibition above about 50%; inactive = the rest. An unsorted share of the library, and some 2.9% of all compounds hit somewhere here.

item	Molecule	human PMI inhibition	MT stabilizer	MT stabilizer Hoechst-high %	MT stabilizer cytotoxicity %	PMI inhibition	Insulin prom up	Insulin prom up cell count	T cell HTS
1	COc1ccc(CCn2c(-c3cc([N+](=O)[O-])cc([N+](=O)[O-])c3)nc3nc4ccccc4nc32)cc1	13%	1.6	2.5	12	9%	0.09	1271	i
2	Cc1ccc(S(=O)(=O)NC(C)(C)CSc2ncccn2)cc1	-4%	2.2	1.6	7.7	-7%	·	·	i
3	CCOCc1nnc(NC(=O)c2c(OC)cccc2OC)s1	9%	2.3	1.2	7.1	2%	0.74	773	i
4	CCOC(=O)c1c(NCC2CCCO2)c2ccccc2[nH]c1=O (stereo not given)	-9%	1.2	1.2	6.8	-10%	0.31	813	i
5	Cc1cc(C)nc(N/N=C/C=C/c2ccccc2)n1	-21%	3.2	1.3	11	-13%	0.27	992	i
6	O=C(O)C(c1ccccc1)C1(O)CCCC1 (stereo not given)	-1%	1.3	1.8	6.5	-8%	0.54	1162	i
7	Cc1c(C(=O)OCC[N+]2(C)CCCCC2)oc2ccccc12	19%	3.7	2.4	10	14%	-0.16	1455	i
8	COc1ccccc1C1CC(=O)Nc2cc3c(cc21)OCCO3 (stereo not given)	5%	13	56	43	2%	-1	611	i
9	O=C(Cn1cnc2ccccc2c1=O)Nc1ccc(N2CCOCC2)cc1	5%	3.1	3.1	3.3	10%	1.3	1156	i
10	Cc1nn(CC(=O)NCCc2ccc(Cl)cc2Cl)c(C)c1[N+](=O)[O-]	3%	5.2	2.3	0.8	-2%	-0.68	1343	i
11	Cc1nn(C)c(C)c1/C=N/N=C1\CCC2C3CCc4cc(O)ccc4C3CCC12C (stereo not given)	16%	2.1	1.3	9.5	-1%	-0.48	937	i
12	CCN(CC(=O)N1CCN(c2ccccc2)CC1)S(=O)(=O)c1ccc(C)cc1	10%	2.7	2.5	4.0	10%	0.4	1122	i

item	T cell HTS vesicle-bound %	Hep lipid drop	Hep lipid drop cells 6.5 µM	Autophagy mod	Autophagy mod cell loss 18 h	TNAP activation fold	b-catenin transl	b-catenin transl cell count 5 µM
1	52	-16	685	i	-15	1.1	-1.2	915
2	5	-22	635	i	12	1.1	-0.4	1579
3	15	10	779	i	-8	1.1	·	·
4	31	5	768	i	39	1.1	-3.2	1057
5	43	2	791	i	20	1.1	2.3	469
6	28	·	·	i	24	1.2	-6.1	1010
7	41	0	729	i	-6	1.1	0.1	986
8	6	-4	768	+	58*	1.1	-3.3	1107
9	31	-8	660	i	13	1	1.2	1121
10	53	2	674	i	-1	1.1	3.9	989
11	56	-9	702	i	-3	1	-7.4	1165
12	45	-9	666	i	-5	1.1	3.2	464

Further compounds:
item	Molecule	human PMI inhibition	MT stabilizer	MT stabilizer Hoechst-high %	MT stabilizer cytotoxicity %	PMI inhibition	Insulin prom up	Insulin prom up cell count	T cell HTS
13	CCc1nc2n(n1)C(O)c1cc([N+](=O)[O-])ccc1S2 (stereo not given)	·	·	·	·	·	-0.12	1135	i
14	COc1cccc(N2C(=O)CC(N3CCC(C(N)=O)(N4CCCCC4)CC3)C2=O)c1 (stereo not given)	6%	1.9	0.3	28	3%	·	·	i
15	CC1(C)Cc2c(C#N)c(SCc3nc4ccccc4[nH]3)nc(N3CCOCC3)c2CO1	-3%	4.5	2.7	8.1	6%	-2.2	1171	i
16	NC(=S)NNC(=O)c1ccccc1Cl	·	·	·	·	·	-0.02	1354	i
17	O=c1[nH]c(CN2CCC(c3nc4ccccc4s3)CC2)nc2sc3c(c12)CCC3	0%	·	·	·	2%	0.09	1171	·
18	O=C(NCc1ccccc1Cl)c1ccc2nnsc2c1	·	·	·	·	·	0.05	1332	i
19	Cc1cc(S(=O)(=O)N2CCN=C2c2ccccc2)c(C)cc1Cl	-2%	3.0	2.8	5.6	-7%	-0.22	1221	i
20	C[C@H](NC(=O)c1nc[nH]c1C(=O)N[C@@H](Cc1ccccc1)C(=O)OCc1ccccc1)c1ccccc1	27%	3.7	1.7	6.0	19%	-0.4	1461	i
21	CCOC(=O)C1CCCN(CCC(=O)Nc2ccccc2C)C1 (stereo not given)	-4%	1.9	1.2	8.0	-8%	0.13	1489	i
22	O=C(OCC(=O)c1c[nH]c2ccccc12)c1ccco1	-2%	2.1	2.1	1.4	-3%	0.17	1278	i
23	Cc1cccc(Oc2coc3cc(OC(=O)c4cncc(Br)c4)ccc3c2=O)c1	-17%	1.2	2.2	9.2	-19%	0.37	1349	i
24	COc1ccc(/C=c2\s/c(=C/C(=O)c3ccc(C)cc3)[nH]c2=O)cc1OC	18%	2.6	1.7	4.9	8%	2.8	1465	i

item	T cell HTS vesicle-bound %	Hep lipid drop	Hep lipid drop cells 6.5 µM	Autophagy mod	Autophagy mod cell loss 18 h	TNAP activation fold	b-catenin transl	b-catenin transl cell count 5 µM
13	27	15	674	·	·	·	0.3	1335
14	32	3	793	i	-3	1.1	0.0	871
15	14	·	·	i	10	1.2	-2.8	1005
16	38	2	720	·	·	·	-0.5	1248
17	·	·	·	·	·	1	2.9	1113
18	28	7	710	·	·	·	-4.2	1148
19	45	-17	666	i	5	1.1	1.2	477
20	12	-12	658	i	-10	1.1	-3.2	1171
21	22	-16	575	i	10	1	-0.3	1028
22	3	·	·	i	-3	1.1	1.0	1179
23	41	-6	624	i	-14	1	-4.3	583
24	52	14	551	i	20	0.9	1.3	1174

Next compounds:
item	Molecule	human PMI inhibition	MT stabilizer	MT stabilizer Hoechst-high %	MT stabilizer cytotoxicity %	PMI inhibition	Insulin prom up	Insulin prom up cell count	T cell HTS
25	Cc1ccccc1Sc1ncnc2onc(C)c12	-14%	3.0	2.8	3.5	-11%	1.2	877	i
26	CNC(=O)c1c(C)noc1C	-2%	3.0	2.5	5.9	3%	0.81	1248	i
27	C=CCn1c(C(CCC(C)C)CC(C)(C)O)n[nH]c1=S (stereo not given)	9%	1.4	2.0	9.1	8%	0.3	1832	i
28	COC(=O)CSc1n[nH]c(=S)s1	11%	2.5	1.6	7.5	-34%	0.13	1342	i
29	O=C(/C=C/c1ccco1)NC(=S)Nc1cc(C(F)(F)F)ccc1N1CCOCC1	7%	1.8	2.4	5.6	-5%	-0.71	1212	i
30	CCN(CC)C(=O)C1=C(C)Nc2nnnn2C1c1cccnc1 (stereo not given)	17%	4.1	2.3	4.4	6%	0.35	1283	i
31	O=C(NCCC1=CCCCC1)c1ccc(=O)oc1	9%	5.1	2.0	5.6	10%	0.4	1211	i
32	CC1CC(C)CN(CCCCOc2ccc([N+](=O)[O-])cc2)C1 (stereo not given)	1%	2.9	3.1	5.1	-12%	·	·	i
33	COCCCNC(=O)CN(c1cc([N+](=O)[O-])ccc1OC)S(C)(=O)=O	-1%	3.9	1.7	3.9	-6%	-0.11	1386	i
34	c1ccc(Cc2nnc3sc(-c4ccc5c(c4)OCCO5)nn23)cc1	11%	6.1	3.4	6.6	9%	-0.46	939	i
35	CCN1CCN(CCC2Oc3cc([N+](=O)[O-])ccc3NC2=O)CC1 (stereo not given)	6%	1.3	1.0	6.6	2%	-0.54	1445	i
36	COC1CCCCC1NS(=O)(=O)c1ccccc1 (stereo not given)	11%	3.1	1.1	10	9%	0.31	1483	i

item	T cell HTS vesicle-bound %	Hep lipid drop	Hep lipid drop cells 6.5 µM	Autophagy mod	Autophagy mod cell loss 18 h	TNAP activation fold	b-catenin transl	b-catenin transl cell count 5 µM
25	19	-3	762	i	5	1.2	·	·
26	32	3	695	i	9	1	-4.2	1133
27	50	-22	645	i	17	0.9	-1.6	1056
28	56	-10	751	i	11	1.1	-3.0	610
29	26	0	590	i	20	1.1	-4.2	545
30	34	14	669	i	3	1.1	·	·
31	28	·	·	i	16	1.1	-4.4	964
32	44	0	639	i	12	1.1	2.3	931
33	56	-12	636	i	24	1	-3.0	979
34	30	·	·	i	4	1.1	·	·
35	45	-2	703	i	24	1	0.1	997
36	43	1	624	i	3	1	-0.9	1097

Three of the entries above in order of their number in MT stabilizer Hoechst-high %, ascending:
#	molecule	human PMI inhibition	MT stabilizer Hoechst-high %	PMI inhibition	T cell HTS	T cell HTS vesicle-bound %	TNAP activation fold
35	CCN1CCN(CCC2Oc3cc([N+](=O)[O-])ccc3NC2=O)CC1 (stereo not given)	6%	1.0	2%	i	45	1
3	CCOCc1nnc(NC(=O)c2c(OC)cccc2OC)s1	9%	1.2	2%	i	15	1.1
7	Cc1c(C(=O)OCC[N+]2(C)CCCCC2)oc2ccccc12	19%	2.4	14%	i	41	1.1

(more compounds)
item	Molecule	human PMI inhibition	MT stabilizer	MT stabilizer Hoechst-high %	MT stabilizer cytotoxicity %	PMI inhibition	Insulin prom up	Insulin prom up cell count	T cell HTS
37	O=C(c1cnn(C(=O)c2cccc(S(=O)(=O)N3CCOCC3)c2)c1)c1ccccc1O	-16%	5.9	1.1	12	-6%	0.2	1374	i
38	COC(=O)C1CN(S(=O)(=O)c2ccc(C)cc2)CCN1S(=O)(=O)c1ccc(C)cc1 (stereo not given)	-2%	4.5	4.3	6.8	-5%	0.45	1442	i
39	CCCCn1c(CN2CCN(C(=O)OCC)CC2)nc2c1c(=O)[nH]c(=O)n2C	7%	4.0	3.6	8.2	8%	0.91	1515	i
40	CCOC(=O)C(NC(=O)NCc1cccc(C(F)(F)F)c1)(OCC)C(F)(F)F (stereo not given)	2%	4.3	1.5	8.7	-4%	0.03	1562	i
41	O=C(NCC(=O)N(CC1CCCO1)C1(C(=O)NC2CCCCC2)CCCCC1)c1ccccc1 (stereo not given)	-6%	3.0	0.9	3.5	-6%	-0.44	734	i

item	T cell HTS vesicle-bound %	Hep lipid drop	Hep lipid drop cells 6.5 µM	Autophagy mod	Autophagy mod cell loss 18 h	TNAP activation fold	b-catenin transl	b-catenin transl cell count 5 µM
37	51	6	675	i	8	1.1	-4.3	1090
38	45	·	·	i	-18	1.1	0.0	1409
39	39	·	·	i	-8	1.1	0.6	1333
40	48	-28	673	i	2	0.9	1.2	1113
41	31	1	761	i	-8	1.2	·	·

High-throughput results from PubChem.
